# Source: PubChem
# Rac1 wt modul: wildtype Rac1 GTP binding modulators, primary screen, biochemical, GST-Rac1 beads, flow cytometry, multiplex | Ras-related C3 botulinum toxin substrate 1 (Homo sapiens), P63000 | fluorescent GTP binding; actives lie on both sides; 0 = cold GTP competed, 100 = untreated | GTP binding activity (% of control), % at 10 µM | 190,000 compounds, 0.27% hits | AID 757, 2007;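 active = GTP binding activity at least 20 points away from the 100% control level, either lower or higher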
# Bcl-W Bim block: inhibitors of Bim binding to Bcl-W, primary screen, biochemical, multiplexed, bead-based flow cytometry | Bcl-2-like protein 2 (Homo sapiens), Q92843 | Bim peptide-Bcl-W binding | 190,000 compounds, 0.02% hits | inhibition, % at 10 µM;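 also: 0% = bound tracer without compound and 100% = peptide blocker; higher means less fluorescent Bim peptide bound to Bcl-W beads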
# Rac1 mut GTP: GTP binding modulators of activated mutant Rac1, primary screen, biochemical, bead-based flow cytometry, multiplex, fluorescent GTP. Ras-related C3 botulinum toxin substrate 1 (Homo sapiens), P63000. GST-Rac1 activated beads; actives lie on both sides; 100% means binding = to untreated wells. percent activity (GTP binding), % at 10 µM. 190,000 compounds, 0.11% hits;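 active = GTP binding at least 20 percentage points away from the 100% baseline, in either direction, so actives lie on both sides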
# Bim-Bcl-2: inhibitors of Bim-Bcl-2 binding, primary screen, biochemical, multiplexed, human Bcl-2 family. 190,000 compounds, 0.06% hits. Bead-based flow cytometry, Bim peptide-Bcl-2 binding. inhibition, % at 10 µM. AID 950, 2007; in the data active = inhibition above about 40%;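 also: 0% = no compound wells with probe peptide and 100% = reference peptide inhibitor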
# Target sequence (P10415 whole entry, looked up): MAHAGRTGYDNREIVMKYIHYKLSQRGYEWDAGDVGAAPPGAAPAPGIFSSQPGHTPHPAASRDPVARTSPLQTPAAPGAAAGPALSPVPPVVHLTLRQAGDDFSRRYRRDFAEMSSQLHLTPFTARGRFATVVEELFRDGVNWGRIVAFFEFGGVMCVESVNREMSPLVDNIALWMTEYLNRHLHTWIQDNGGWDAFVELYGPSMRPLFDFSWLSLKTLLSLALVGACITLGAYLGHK
# Rab2 wt GTP: modulators of GTP binding to Rab2A wildtype, primary screen, biochemical, dog, bead-based flow cytometry, multiplex. Ras-related protein Rab-2A (Canis lupus familiaris), P61105. GST-Rab2 wt beads, Bodipy-GTP binding. GTP binding activity, % at 10 µM. 190,000 compounds, 0.19% hits;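 active = GTP binding activity at least 20 points away from 100%, either lowered or raised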;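 also: 0% = beads with excess unlabeled GTP and 100% = no-compound control corrected for plate trend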
# Bcl-XL Bim block: inhibitors of Bim-Bcl-XL binding, primary screen, biochemical, multiplexed, bead flow cytometry, human Bcl-XL; Bim peptide-Bcl-XL binding, fluorescence; inhibition, % at 10 µM; 190,000 compounds, 0.04% hits; AID 1007, 2008
# Target sequence (Q07817 whole entry, looked up): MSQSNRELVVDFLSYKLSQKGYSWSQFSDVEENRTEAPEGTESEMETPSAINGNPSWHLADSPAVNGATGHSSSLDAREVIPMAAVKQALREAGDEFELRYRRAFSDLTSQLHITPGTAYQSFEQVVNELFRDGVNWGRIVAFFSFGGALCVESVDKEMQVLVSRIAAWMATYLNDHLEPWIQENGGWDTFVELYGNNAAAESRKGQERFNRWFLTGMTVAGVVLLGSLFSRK
# HRas wt GTP: modulators of GTP binding to HRas wildtype, primary screen, biochemical, bead-based flow cytometry, multiplex; GTP binding activity, % at 10 µM; GST-Ras wt beads, Bodipy-FL-GTP binding; actives lie on both sides; GTPase HRas (Homo sapiens), P01112; 190,000 compounds, 0.14% hits;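 active = GTP binding activity at least 20% away from the 100% baseline, either lowered as inhibitor or raised as activator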;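 also: 0% = unlabeled GTP competition control and 100% = no-compound control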
# Bim-Bcl-B: inhibitors of Bim-Bcl-B binding, primary screen, biochemical, multiplexed, human Bcl-2 family | 190,000 compounds, 0.073% hits | bead-based flow cytometry, Bim peptide-Bcl-B binding | inhibition, % at 10 µM | Bcl-2-like protein 10 (Homo sapiens), Q9HD36;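 also: 0% = tracer peptide without compound and 100% = reference inhibitor peptide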
# Target sequence (Q9HD36 whole entry, looked up): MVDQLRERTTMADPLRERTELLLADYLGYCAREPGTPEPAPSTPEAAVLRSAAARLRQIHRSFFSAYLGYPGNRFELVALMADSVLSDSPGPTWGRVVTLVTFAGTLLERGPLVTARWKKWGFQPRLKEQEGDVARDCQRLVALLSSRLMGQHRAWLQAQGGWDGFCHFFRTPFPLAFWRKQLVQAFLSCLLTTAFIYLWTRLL
# Bim-Bfl-1: inhibitors of Bim binding to Bfl-1, primary screen, biochemical, multiplexed, bead-based flow cytometry. Bcl-2-related protein A1 (Homo sapiens), Q16548. Bim-Bfl-1 binding inhibition. inhibition, % at 10 µM. 190,000 compounds, 0.12% hits;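 also: 0% = wells without compound plus tracer and 100% = blocker peptide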
# Cdc42 wt GTP: modulators of GTP binding to wildtype Cdc42, primary screen, biochemical, multiplex bead flow cytometry, Bodipy-GTP; GST-Cdc42 beads; actives lie on both sides; AID 761, 2007; 190,000 compounds, 0.2% hits; Cell division control protein 42 homolog (Homo sapiens), P60953; percent activity (GTP binding), % at 10 µM;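 active = percent activity GTP binding at least 20 points away from the 100% baseline, either down as inhibitor or up as activator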;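 also: median bead fluorescence of bound Bodipy-FL-GTP at 100 nM; 0% = excess unlabeled GTP control and 100% = no compound control; below 100% means less GTP binding so inhibitor and above means activator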
# Target sequence (P60953 whole entry, looked up): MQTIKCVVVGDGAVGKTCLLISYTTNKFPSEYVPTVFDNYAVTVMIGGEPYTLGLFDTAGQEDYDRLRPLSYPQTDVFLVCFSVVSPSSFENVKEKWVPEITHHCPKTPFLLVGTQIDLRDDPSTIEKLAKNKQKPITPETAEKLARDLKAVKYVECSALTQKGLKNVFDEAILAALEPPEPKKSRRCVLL
# Rab7 wt GTP bind: modulators of GTP binding to Rab7, primary screen, biochemical, wildtype, multiplex bead flow cytometry | Rab7 GTPase wild type (dog), Bodipy-FL-GTP binding | GTP binding activity (percent of control), % at 10 µM | GST-Rab7 beads, fluorescent GTP binding; actives lie on both sides; untreated = 100%, excess cold GTP = 0% | AID 758, 2007 | 190,000 compounds, 0.055% hits;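 active = fluorescent GTP binding to Rab7 beads changed by at least 20 points from the 100% baseline, either direction, mostly lower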;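 also: median green fluorescence of bound Bodipy-FL-GTP per Rab7 bead population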
# Starred values were filed as active, the others as inactive. Rule as the data show it, unless noted: active = inhibition above about 40%.
smiles	Rac1 mut GTP	Bim-Bfl-1	Bcl-W Bim block	Bim-Bcl-2	Rab2 wt GTP	Rac1 wt modul	Rab7 wt GTP bind	HRas wt GTP	Bim-Bcl-B	Cdc42 wt GTP	Bcl-XL Bim block
CCOC(=O)CN1C(=O)SC(Nc2ccc(C)cc2)C1=O (stereo not given)	97	-6	0	-3	99	97	104	99	-3	96	-1
CCOC(=O)C(=Cc1ccccc1OC)C(=O)OCC	89	2	0	-2	91	88	98	89	-1	89	1
O=C1CCCN1CCC1CCN(C2CC(=O)N(Cc3ccc(N4CCCC4=O)cc3)C2=O)CC1 (stereo not given)	101	0	-2	-1	104	102	101	106	2	106	0
Cc1ccc(CN=c2c([N+](=O)[O-])nn(-c3cccc(C)c3)n2O)cc1	92	-4	0	-1	93	96	98	94	-3	95	-4
CCOC(=O)Cn1c(=O)oc2cc(S(=O)(=O)Nc3cc(Cl)ccc3OC)ccc21	101	-5	-4	-6	100	103	97	99	-11	103	-8
Cc1cc(SC(C)C(=O)NCC(=O)Nc2ccc(F)c(F)c2F)nc2ccccc12 (stereo not given)	97	-4	-5	-2	99	101	96	97	-5	103	-4
CSc1nc2c(c(=O)[nH]1)C(c1ccccc1)C1=C(CC(C)(C)CC1=O)N2 (stereo not given)	94	-3	-1	-3	95	96	95	95	-4	95	1
CC(C)c1[nH]c(=O)c(C#N)c2c1COC(C)(C)C2	101	-15	-1	-11	103	106	102	102	-8	108	-2
Brc1ccc(C=Nc2ccc(Nc3ccccc3)cc2)s1	99	17	3	6	98	103	99	100	-2	97	0
O=C(NNC1=NCCC1)c1cccc(Br)c1	101	-5	0	-4	103	107	102	103	-2	102	-1
COC(=O)Cc1cc(OC)c(OC)cc1Cc1cc(OC)c(OC)cc1CC(=O)OC	101	-15	0	-10	102	106	103	104	-8	104	-6
COc1ccc(CCNC(=O)CC(NS(=O)(=O)c2ccc(NC(C)=O)cc2)C(C)C)cc1OC (stereo not given)	98	-8	0	-9	98	98	98	97	-8	99	-11
COc1ccc2c(CC(=O)Nc3ccc(OC)c(S(=O)(=O)N4CCOCC4)c3)coc2c1	100	-8	-5	-10	101	101	103	99	-9	100	-10
Cc1cc(C)c(NC(=O)CCCN2CCN(C)CC2)c(C)c1	103	-8	6	-1	100	108	101	102	-2	105	-9
CCCCN1C(=O)CC(Nc2ccc(CC)cc2)C1=O (stereo not given)	101	-2	-2	0	103	101	100	103	-3	103	-2
CC(C)CCN1CCN(Cc2cccn2-c2cccnc2)CC1CCO (stereo not given)	96	0	0	0	96	100	95	95	0	98	-1
CCOC(=O)c1ccccc1NC(=S)N1CCN(C2CCCCC2)CC1	99	-4	-6	-7	99	104	105	103	-16	97	-8
OCCNc1ncnc2c1ncn2Cc1ccccc1	98	-1	2	0	98	100	94	98	2	101	-1
CCOC(=O)/C(O)=C(\C#N)c1nc2ccccc2[nH]1	93	-3	1	-3	95	92	89	92	-4	92	0
Cc1ccc(C(=O)NC(=S)Nc2ccccc2C(F)(F)F)c(C)c1	97	3	-5	-18	96	100	96	100	-12	99	-6

# Sorted by the number under Bim-Bcl-2 (ascending): seven of the compounds above
molecule	Bim-Bfl-1	Bcl-W Bim block	Bim-Bcl-2	Rab2 wt GTP	Rab7 wt GTP bind	HRas wt GTP	Bim-Bcl-B	Cdc42 wt GTP	Bcl-XL Bim block
COc1ccc(CCNC(=O)CC(NS(=O)(=O)c2ccc(NC(C)=O)cc2)C(C)C)cc1OC (stereo not given)	-8	0	-9	98	98	97	-8	99	-11
CCOC(=O)c1ccccc1NC(=S)N1CCN(C2CCCCC2)CC1	-4	-6	-7	99	105	103	-16	97	-8
O=C(NNC1=NCCC1)c1cccc(Br)c1	-5	0	-4	103	102	103	-2	102	-1
CCOC(=O)CN1C(=O)SC(Nc2ccc(C)cc2)C1=O (stereo not given)	-6	0	-3	99	104	99	-3	96	-1
Cc1cc(SC(C)C(=O)NCC(=O)Nc2ccc(F)c(F)c2F)nc2ccccc12 (stereo not given)	-4	-5	-2	99	96	97	-5	103	-4
CC(C)CCN1CCN(Cc2cccn2-c2cccnc2)CC1CCO (stereo not given)	0	0	0	96	95	95	0	98	-1
Brc1ccc(C=Nc2ccc(Nc3ccccc3)cc2)s1	17	3	6	98	99	100	-2	97	0

# (more compounds)
smiles	Rac1 mut GTP	Bim-Bfl-1	Bcl-W Bim block	Bim-Bcl-2	Rab2 wt GTP	Rac1 wt modul	Rab7 wt GTP bind	HRas wt GTP	Bim-Bcl-B	Cdc42 wt GTP	Bcl-XL Bim block
COc1ccc(CNS(=O)(=O)c2ccc(F)c(C(=O)Nc3ccc(OC)cc3)c2)cc1	89	5	5	4	93	89	103	93	2	89	-1
Cc1nc(-c2ccccc2)sc1C(=O)/C=C/c1ccc(Cl)cc1	96	-6	2	-2	95	98	101	98	-7	97	-3
O=C(O)CC(C(=O)NCc1ccccc1)C1CCCO1 (stereo not given)	97	-8	2	-5	100	107	102	103	-5	102	3
O=C(Nc1ccccc1NS(=O)(=O)c1ccc(F)cc1)C1CCC1	95	-6	-1	-5	100	95	102	97	-6	97	-2
COc1ccc(CN(C(=O)CCC(=O)N2CCCCC2)c2nccs2)cc1OC	96	0	2	3	98	98	99	96	1	96	0
O=C(N/N=C/c1ccncc1)c1cc2ccccc2o1	98	-1	0	-9	97	97	96	97	-4	97	-3
CC(C)(C)OC(=O)[C@H]1[C@H](c2ccc([N+](=O)[O-])cc2)C2(C(=O)c3ccccc3C2=O)C2c3ccccc3C=NN21 (stereo not given in full)	99	6	-1	0	97	103	98	98	-2	90	-4
O=C(Nc1ccc(-c2nc3ncccc3o2)cc1)c1ccc(Br)o1	93	8	-2	5	93	95	95	93	10	97	4
CCn1c(O)c(C=NC2CCCC2)sc1=S	98	-9	0	-7	100	106	99	101	-5	102	4
CCOP(=O)(OCC)C(Nc1ccccc1)c1cc(OC)ccc1OC (stereo not given)	102	9	3	7	102	102	100	102	4	100	4
Cc1ccc(S(=O)(=O)N(CC(=O)NCC2CCCO2)c2cccc([N+](=O)[O-])c2)cc1 (stereo not given)	94	5	-3	0	98	100	97	98	1	100	-6
CCN(CC)c1ccc2cc(-c3nnc(-c4ccccc4)o3)c(=O)oc2c1	95	-16	-20	-18	92	96	101	95	-40	94	-23
Cc1cc(C(=O)Nc2nc3c(C)cccc3s2)c(C)o1	100	-2	-4	1	100	106	103	100	-3	102	-3
CCN(CC)S(=O)(=O)c1cccc(C(=O)OCC(=O)c2ccc3c(c2)NC(=O)CO3)c1	98	-8	5	-1	101	112	103	103	-7	105	1
CC12CCC(=O)N1C(C(=O)O)Cc1c2[nH]c2ccccc12 (stereo not given)	97	-12	1	-8	100	103	100	101	-3	101	-2
O=C(NCc1ccco1)c1cc2cc3ccc(Cl)cc3nc2o1	98	-3	0	-5	101	102	103	101	-6	100	-4
Cc1ccc(C2(C)NC(=O)N(CC(=O)Nc3cc(S(=O)(=O)N4CCOCC4)ccc3C)C2=O)cc1 (stereo not given)	100	4	-1	6	101	103	104	100	3	99	1
COc1ccc(CN(C(=O)CSc2nnc(-c3ccc(F)cc3)o2)c2ccc(F)cc2)cc1	96	-21	0	-12	99	103	95	101	-8	101	-6
COc1cc(OC)cc(C(=O)/C=C2\Sc3ccccc3N2C)c1	96	6	-1	-3	95	94	95	95	1	95	1
COc1ccc(/C(=N\Nc2ccccc2C(=O)O)c2ccccc2)cc1	92	-4	-4	-4	96	95	103	94	-5	94	-4

# Next part, overlapping the part above by 2 compounds.
smiles	Rac1 mut GTP	Bim-Bfl-1	Bcl-W Bim block	Bim-Bcl-2	Rab2 wt GTP	Rac1 wt modul	Rab7 wt GTP bind	HRas wt GTP	Bim-Bcl-B	Cdc42 wt GTP	Bcl-XL Bim block
COc1cc(OC)cc(C(=O)/C=C2\Sc3ccccc3N2C)c1	96	6	-1	-3	95	94	95	95	1	95	1
COc1ccc(/C(=N\Nc2ccccc2C(=O)O)c2ccccc2)cc1	92	-4	-4	-4	96	95	103	94	-5	94	-4
Cc1cc(Br)cc(C)c1OCC(=O)NNC(=O)CCC(=O)NCc1ccccc1	95	-3	0	0	97	97	96	96	-2	94	0
CC1=C(C(=O)Nc2ccccc2C)C(c2ccccc2)NC(=O)N1 (stereo not given)	102	-5	-6	-4	101	107	101	101	-6	102	-7
COC(=O)CC(N)c1ccc(OC)c2ccccc12 (stereo not given)	102	-3	0	-3	103	112	100	105	-4	106	-1
COc1ccc(C(=O)CCC(=O)Nc2cccc(Cl)c2)cc1	100	-2	0	1	100	101	104	101	-3	104	-1
CC(C)Cc1nc2oc3c(Cl)ncnc3c2c2c1CCC2	99	0	-2	1	99	101	97	101	-1	100	0
N#CC(C#N)=Cc1cn(-c2ncc(C(F)(F)F)cc2Cl)c2ccccc12	95	-13	-2	-9	99	99	96	98	-5	99	-8
CC(CCCC(C)(C)O)NC(=O)c1cc(COc2ccc3ncccc3c2)on1 (stereo not given)	97	-2	0	0	97	98	101	98	1	98	-1
CCNC(=O)C(=O)N/N=C/c1cc([N+](=O)[O-])ccc1O	97	-1	0	0	100	96	97	97	-1	100	0
CC(=O)Nc1cccc(NC(=O)CSc2ccc(C(F)(F)F)cc2[N+](=O)[O-])c1	91	-5	4	-1	92	96	98	92	-5	93	1

# At a glance, two of the compounds above.
smiles	Rac1 mut GTP	Bim-Bfl-1	Bcl-W Bim block	Bim-Bcl-2	Rab2 wt GTP	Rac1 wt modul	Rab7 wt GTP bind	HRas wt GTP	Bim-Bcl-B	Cdc42 wt GTP	Bcl-XL Bim block
CCOC(=O)CN1C(=O)SC(Nc2ccc(C)cc2)C1=O (stereo not given)	97	-6	0	-3	99	97	104	99	-3	96	-1
CCOC(=O)C(=Cc1ccccc1OC)C(=O)OCC	89	2	0	-2	91	88	98	89	-1	89	1
